KCNH2 3.1 block: KCNH2 3.1 (human) potassium channel inhibition | activity change, % (tested at about 1.8 µM) | actives 0.95% (n = 340,000) | AID 720553 | U2OS KCNH2 3.1, thallium flux FluxOr; active compounds read low;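 active = maximum activity change below -70%; inconclusive = maximum activity change from -70% to -50%; inactive = maximum activity change above -50%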;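 also: thallium influx rate constant from kinetic fluorescence after stimulation buffer; % is scaled to controls: 0 for no effect and ±100 for the full control effect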
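Measured as rate of thallium-driven FluxOr signal in transduced U2OS cells carrying the 3.1 channel, read kinetically for 2 min upon stimulation; values are rate constants scaled to DMSO control wells.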
FLuc counter: firefly luciferase modulation, counter-screen for miR-21 project; purified FLuc, Km substrates, luminescence inhibition; Potency, µM (series often up to 57.5 µM), for the others: at the top dose activity change, negative = inhibition, usual class: inhibitors; actives 6.9% (n = 360,000); AID 588342;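 also: potency is read from the fitted curve at half-maximal effect; plate controls were vehicle for no effect and reference inhibitor for full effect; nearly all actives have a fitted effect of over 55% in size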
Target sequence (P08659 whole entry, looked up): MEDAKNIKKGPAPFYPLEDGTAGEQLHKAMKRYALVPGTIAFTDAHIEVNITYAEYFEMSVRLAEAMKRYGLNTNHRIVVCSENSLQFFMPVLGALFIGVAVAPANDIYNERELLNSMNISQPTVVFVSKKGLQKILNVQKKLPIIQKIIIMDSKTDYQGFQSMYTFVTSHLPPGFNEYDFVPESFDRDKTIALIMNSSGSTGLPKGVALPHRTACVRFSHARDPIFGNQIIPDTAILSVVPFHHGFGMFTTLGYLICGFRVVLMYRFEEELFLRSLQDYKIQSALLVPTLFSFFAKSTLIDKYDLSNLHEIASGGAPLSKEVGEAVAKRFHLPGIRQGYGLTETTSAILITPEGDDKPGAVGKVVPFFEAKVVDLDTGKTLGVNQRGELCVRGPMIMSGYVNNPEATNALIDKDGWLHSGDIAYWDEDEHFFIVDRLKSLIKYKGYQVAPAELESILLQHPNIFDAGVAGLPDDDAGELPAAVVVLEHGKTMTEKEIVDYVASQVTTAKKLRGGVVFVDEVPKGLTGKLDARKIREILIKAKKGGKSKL
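Biochemical qHTS of compounds, final roughly 60 µM downward over six points, against 10 nM purified firefly luciferase using Km concentrations of substrates (10 uM D-luciferin, 10 uM ATP) in Tris acetate pH 7.5 buffer; luminescence output.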
ELG1 DNA repair: inhibitors of ELG1-dependent DNA repair in HEK293T cells. HEK293T ELG1-luciferase reporter, luminescence, 16 h; DNA damage induced by 5-fluorouridine. Potency, µM (doses to about 46.1 µM), without a hit: top-dose activity change, negative = inhibition, actives largely listed as inhibitors. actives 2.3% (n = 330,000); also: potency is read from the fitted curve at half-maximal effect; % is scaled to controls: 0 for no effect and ±100 for the full control effect; nearly all actives have a fitted effect of over 55% in size
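Cells (2,000 per well) received 5-fluorouridine plus test compound or DMSO and were incubated 16 hr at 37 °C, 5% CO2. Luciferase activity was read by luminescence 30 min after ONE-Glo addition; signal suppression marked inhibition of damage-induced ELG1 function.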
NPC1 promoter act: NPC1 promoter activation. Potency, µM (series often up to 9.22 µM), inactives show top-dose activation, usual class: activators. Huh7 NPC1 promoter luciferase reporter, 24 h. AID 485313. actives 2.4% (n = 320,000);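 also: potency is read from the fitted curve at half-maximal effect; % of control where 0% means no effect; nearly all actives have a fitted effect of over 60% in size; reporter is driven by a mutant NPC1 promoter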
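Luminescence from an NPC1 promoter-driven luciferase reporter in stably transfected Huh7 cells was measured after 24 h compound treatment at 37 °C, followed by 10 min ambient incubation with luciferase detection reagent.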
Menin MLL FP TR: displaces Texas Red mutant MLL peptide from human menin. O00255. Menin + Texas Red MLL mutant peptide, fluorescence polarization. Potency, µM (top dose mostly 61.6 µM), for inactives: at the highest dose FP activity change, negative = inhibition, most hits filed as inhibitors. actives 0.23% (n = 270,000); active = well fitted inhibition curve with a large enough effect in the polarisation, with a control signal flat, not every such curve was filed as active; inconclusive = small, poorly fitted or top-dose-only effect, or effect the other way, or a change in a side signal; inactive = no such curve, though single readings can be large or run the other way; the % refers to the polarisation; also: potency is read from the fitted curve at half-maximal effect; % of control where 0% means no effect; many of its hits are not listed in these tables
Mito fusion yeast: blocks mitochondrial division or promotes mitochondrial fusion | actives 0.23% (n = 320,000) | S. cerevisiae fusion-defective mutant growth rescue, CellTiterGlo 48 h | Potency, µM (top dose mostly 46.1 µM), for inactives: at the top dose growth rescue (activation), usual class: activators;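 also: potency is read from the fitted curve at half-maximal effect; % of control where 0% means no effect; nearly all actives have a fitted effect of over 45% in size; temperature-sensitive fusion mutants such as fzo1-1 at 37 °C on non-fermentable ethanol glycerol medium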
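S. cerevisiae fusion-defective temperature-sensitive mutants (e.g. fzo1-1, mgm1-5) grown 48 h at 37C in YPEG (ethanol/glycerol non-fermentable) medium with 23 nl compound per well; growth rescue read as CellTiterGlo luminescence.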
Rab9 promoter act: activates the Rab9 promoter; Potency, µM (doses to about 9.22 µM), for inactives: at the top dose activation, negative = inhibition, most hits filed as activators; actives 2.8% (n = 320,000); AID 485297; Huh7 Rab9 promoter-luciferase reporter, luminescence, 24 h; also: potency is read from the fitted curve at half-maximal effect; % of control where 0% means no effect; nearly all actives have a fitted effect of over 60% in size
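Huh7 cells stably carrying Rab9 promoter–luciferase reporter, plated 1500 cells/well, compound added after 2 h and incubated 24 h at 37 °C; luciferase luminescence then read after 10 min with detection reagent.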
Starred values were filed as active, the others as inactive; ? = inconclusive; / = not tested or not shown; [ ] = another dose, or the depositor's remark. Unless noted, calls follow the shape of the dose curve; as a rule, active = well fitted curve in the direction sought with a large enough effect; inconclusive = small, poorly fitted or top-dose-only effect, or another doubt; inactive = no such curve, though single readings can be large; an effect the other way counts as inactive or inconclusive. Not all compounds are listed, so the mix of outcomes need not match the whole.

| Compound | Mito fusion yeast | NPC1 promoter act | ELG1 DNA repair | Menin MLL FP TR | KCNH2 3.1 block | Rab9 promoter act | FLuc counter |
| --- | --- | --- | --- | --- | --- | --- | --- |
| Cc1ccccc1-c1nc(S(=O)(=O)c2ccccc2)c(NCCCN2CCOCC2)o1 | / | / | 17% | / | -17 | / | / |
| CCN1C(=O)C(=O)N(CC(=O)Nc2cccc(C(F)(F)F)c2)C1=O | / | / | -3% | / | -13 | / | / |
| Cc1noc(NS(=O)(=O)c2ccc(NC(=O)/C=C/c3ccccc3)cc2)c1C | / | / | 10% | / | -12 | / | / |
| O=C(COC(=O)/C=C/c1ccc(Cl)c(Cl)c1)NC1CC1 | / | / | 8% | / | 1 | / | / |
| CC1CCN(C(=O)COC(=O)c2cc3ccccc3oc2=O)CC1 | / | / | 1% | / | 14 | / | / |
| COC(=O)[C@H](C)N1C/C=C\COc2c(Cl)cc(Cl)cc2S1(=O)=O | / | / | 21% | / | 1 | / | / |
| CCCCN(C(=O)CSc1ncnc2sccc12)c1c(N)n(Cc2ccccc2)c(=O)[nH]c1=O | / | / | ? | / | -8 | / | / |
| COc1ccc(-c2ccc3c(c2)S(=O)(=O)c2cccc(C(=O)N4CCN(C5CCCCC5)CC4)c2C3=O)cc1OC | / | / | ? | / | -8 | / | / |
| Cc1ccc(S(=O)(=O)N2CCCCC2C(=O)Nc2ccc(N(C)C)cc2)cc1 (configuration not stated) | / | / | -29% | / | -11 | / | / |
| CC1CC1C(=O)N(C)CC(=O)Nc1ccccc1Br (configuration not stated) | / | / | 15% | / | 7 | / | / |
| CCC[C@@H](CN1CCC[C@H]1CN1C(N)=NC[C@H]1CC(C)C)N1C[C@@H]([C@H](C)CC)N(CCc2ccc(Cl)c(Cl)c2)C1=N | / | / | 0% | / | -9 | / | / |
| CC(C)=CCC[C@](C)(O)C1CC[C@]2(C)C1C(O)CC1[C@@]3(C)CCC(O)C(C)(C)C3C(O[C@@H]3OC(CO)C(O)C(O)C3O[C@@H]3OC(C)C(O)C(O)C3O)C[C@]12C (some centres not stated) | / | / | ? | / | 19 | / | / |
| COc1ccc2c(c1)OC[C@H]1[C@H]2N2C(=O)c3cc(C)ccc3NC(=O)[C@@]2(C)[C@H]1c1ccccc1 | / | / | -3% | / | -6 | / | / |
| COc1ccc(NS(=O)(=O)c2cccc(C(=O)NCC(c3cccs3)N3CCOCC3)c2)cc1 (configuration not stated) | / | / | -19% | / | 6 | / | / |
| CCOc1ccc(NC(=O)COC(=O)CC2CC3CCC2C3)cc1 (configuration not stated) | / | / | 20% | / | -22 | / | / |
| O=C(Cn1cnc2c(OCc3ccccc3)ncnc21)NCc1ccccn1 | / | / | 0% | / | -3 | / | / |
| O=C(Nc1cc(S(=O)(=O)N2CCCCC2)ccc1Cl)C1COc2ccccc2O1 (configuration not stated) | / | / | ? | / | -5 | / | / |
| O=C(Cc1ccc(Br)cc1)OCC(=O)c1ccc[nH]1 | / | / | 6% | / | -4 | / | / |
| C[C@]12C(=O)N(c3ccc(Br)cc3)C(=O)N1[C@H]1c3ccccc3OC[C@@H]1[C@H]2c1ccccc1 | / | / | 8% | / | -11 | / | / |
| CCCN=C1N(C)C[C@@H]2[C@@H]3C(=O)N(Cc4ccccc4)C(=O)[C@@H]3[C@](Cc3ccccc3)(C(=O)OC)N12 | / | / | 3% | / | -18 | / | / |
| C#CCOCCOCCOCCNc1nc(N2CCN(C(=O)[C@H](CCCN=C(N)N)n3cc(C(N)[C@@H](C)CC)nn3)CC2)nc(N2CCN(C(=O)[C@H](CCC(=O)O)n3cc([C@@H](N)CO)nn3)CC2)n1 (some centres not stated) | / | / | 12% | / | 2 | / | / |
| Cc1ccc(NC(=O)CSc2ncccn2)cc1S(=O)(=O)N1CCOCC1 | / | / | ? | / | -13 | / | / |
| CC(NC(=O)CN1C(=O)NC2(CCCC2)C1=O)c1ccc(Cl)cc1Cl (configuration not stated) | / | / | 1% | / | 3 | / | / |
| CC[C@]1(C(=O)OC)[C@H]2C(=O)N(C)C(=O)[C@H]2[C@H]2CN=C(SCC3CC3)N21 | / | / | ? | / | 0 | / | / |
| CSc1nc(N)nc2c1ncn2CC(=O)N1CCN(c2ccccn2)CC1 | / | / | -11% | / | 6 | / | / |
| COc1ccc(-c2cc(-c3nc4ccccn4c3NCc3ccccc3)ccc2OC)cc1 | / | / | 2.3µM* | / | -101* | / | / |
| Cc1ccc(S(=O)(=O)N2C[C@@H]3[C@H]4CC[C@H](C4)[C@@H]3[C@@H](C)[C@@H]2c2ccn([Si](C(C)C)(C(C)C)C(C)C)c2)cc1 | / | / | 19% | / | -15 | / | / |
| COc1ccc(S(=O)(=O)N2CCCCC2)cc1C(=O)NC1CCS(=O)(=O)C1 (configuration not stated) | / | / | / | / | 26 | / | 0% |
| O=C(Nc1ccccc1Cl)c1cc(S(=O)(=O)N2CCC3(CC2)OCCO3)ccc1F | / | / | / | / | 5 | / | -8% |
| COc1ccc2oc(=O)cc(CN3CCN(Cc4ccccc4)CC3)c2c1 | / | / | / | / | -17 | / | -8% |
| COC(=O)c1c(NC(=O)c2ccccc2C(=O)O)sc2c1CCCC2 | / | / | / | / | 7 | / | 12µM* |
| COc1ccc(CNC(=O)c2ccc(CS(=O)(=O)c3ccc(OC)cc3)o2)cc1 | / | / | / | / | -3 | / | 5% |
| CC1CCN(S(=O)(=O)c2cccc(C(=O)NC3CCS(=O)(=O)C3)c2)CC1 (configuration not stated) | / | / | / | / | 3 | / | -4% |
| CCOC(=O)N1CCN(S(=O)(=O)N2CCCC(C(=O)NCc3cc(Br)ccc3OC)C2)CC1 (configuration not stated) | / | / | / | / | -12 | / | -3% |
| CCOc1ccccc1NC(=O)C1CCCN(S(=O)(=O)c2ccc3c(c2)CCCN3C(C)=O)C1 (configuration not stated) | / | / | / | / | -1 | / | 2% |
| Cc1ccccc1Nc1nn2c(=O)c3ccc(C(=O)N4CCCC(C)C4)cc3nc2s1 (configuration not stated) | / | / | / | / | -4 | / | 5% |
| CCn1cc(/C=C(\NC(=O)c2ccc(OC)cc2)C(=O)NCCCn2ccnc2)c2ccccc21 | / | / | / | / | -41 | / | -1% |
| CCCCn1c(NCc2ccc(OC)cc2O)nc2ccccc21 | / | / | / | / | 5 | / | ? |
| CCOC(=O)C1=C(C)NC(C)=C(C(=O)OCC)C1c1c(F)c(F)c(F)c(F)c1F | 2.3µM* | -27%[46.1 µM] | / | / | / | -31%[inhibitor][46.1 µM] | / |
| N[C@H](C(=O)O)[C@H](Cc1ccccc1)C(=O)O | 1% | 2%[46.1 µM] | / | / | / | 11%[46.1 µM] | / |
| C=CC(C)=C[C@@]1(C)SC(=O)C(C)=C1O | -14% | -6%[46.1 µM] | / | / | / | -16%[46.1 µM] | / |
| Nc1ncnc2c1c(I)cn2[C@@H]1C[C@H](N)[C@@H](O)[C@H]1O | -1% | -21%[46.1 µM] | / | / | / | -40%[inhibitor][46.1 µM] | / |
| NCC1OC(O[C@H]2[C@H](O)[C@@H](OC3C(O)C(N)CC(N)C3OC3OC(CO)C(O)C(O)C3N)O[C@@H]2CO)C(N)C(O)C1O (some centres not stated) | -6% | -6%[46.1 µM] | / | / | / | -16%[46.1 µM] | / |
| OC[C@H]1O[C@H](n2cnc3c(N[C@H]4CCC[C@@H]4O)ncnc32)[C@H](O)[C@@H]1O | -30%[inhibitor] | 8%[46.1 µM] | / | / | / | 3%[46.1 µM] | / |
| Cc1nc2n(c(=O)c1CCN1CCC(c3noc4cc(F)ccc34)CC1)CCCC2O (configuration not stated) | -11% | 7%[46.1 µM] | / | / | / | -2%[46.1 µM] | / |
| O=c1[nH]c(=O)n([C@H]2C[C@@H](O)[C@@H](CO)O2)cc1C=CBr | -6% | 3%[46.1 µM] | / | / | / | 0%[46.1 µM] | / |
| CN[C@H](CC(C)C)C(=O)N[C@H]1C(=O)N[C@@H](CC(N)=O)C(=O)N[C@@H]2C(=O)N[C@H]3C(=O)N[C@H](C(=O)N[C@H](C(=O)O)c4cc(O)cc(O)c4-c4cc3ccc4O)[C@H](O)c3ccc(c(Cl)c3)Oc3cc2cc(c3O[C@@H]2O[C@H](CO)[C@@H](O)[C@H](O)[C@@H]2O[C@H]2C[C@](C)(N)[C@H](O)[C@H](C)O2)Oc2ccc(cc2Cl)[C@H]1O | -5% | 3%[46.1 µM] | / | / | / | -6%[46.1 µM] | / |
| CCc1ccc(/C=C2/SC(=S)NC2=O)cc1 | ? | ? | / | / | / | ? | / |
| NC1(C(=O)O)CCCCC1 | -4% | 0%[46.1 µM] | / | 8% | / | -3%[46.1 µM] | / |
| NC1CCN(O)C1=O (configuration not stated) | -8% | 3%[46.1 µM] | / | 1% | / | -1%[46.1 µM] | / |
| O=c1ccc2ccc(O)c(O)c2o1 | 23µM* | -7%[46.1 µM] | / | 1% | / | -14%[46.1 µM] | / |
| CC(C)(C)c1ccc(S(=O)(=O)/C=C/C#N)cc1 | -31%[inhibitor] | -38%[inhibitor][46.1 µM] | / | -1% | / | -43%[inhibitor][46.1 µM] | / |
| COc1ccc2c(c1)CCC1C2CC[C@@]2(C)C1CC[C@@H]2NCCCCCCN1C(=O)C=CC1=O (some centres not stated) | 21% | 6%[46.1 µM] | / | -9% | / | -3%[46.1 µM] | / |
| C[C@H](Cc1ccc(O)c(O)c1)[C@@H](C)Cc1ccc(O)c(O)c1 | 13µM* | -18%[46.1 µM] | / | ? | / | -33%[inhibitor][46.1 µM] | / |
| NC(C(=O)N[C@@H]1C(=O)N2C(C(=O)O)=C(Cl)CS[C@H]12)c1ccccc1 (some centres not stated) | 4% | 11%[46.1 µM] | / | 9% | / | 6%[46.1 µM] | / |
| CNCCNS(=O)(=O)c1cccc2cnccc12 | 15% | 9%[46.1 µM] | / | -12% | / | -15%[46.1 µM] | / |
| CCCCCCCCCCCCCCCCCC(=O)NCC(COP(=O)([O-])OCC[N+](C)(C)C)OCC (configuration not stated) | -66%[inhibitor] | -8%[46.1 µM] | / | ? | / | -11%[46.1 µM] | / |
| O=C1O/C(=C/Br)CCC1c1cccc2ccccc12 (configuration not stated) | ? | -35%[inhibitor][46.1 µM] | / | 6% | / | -43%[inhibitor][46.1 µM] | / |

Screens as filed in PubChem.
